AmpC no deterg: inhibitors of E. coli AmpC beta-lactamase without detergent | Potency, µM (series often up to 57.1 µM), inactives show at the top dose activity change, negative = inhibition, most hits filed as inhibitors | AmpC nitrocefin hydrolysis, absorbance 480 nm, 0.0001% Triton | 330,000 compounds, 0.52% hits | P00811;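 note: potency is the fitted concentration of half-maximal effect; plate controls were no compound for no effect and no enzyme for full effect; nearly all actives have a fitted effect of over 20% in size; some results filed as inactive show a strong effect at the top dose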
Target sequence (P00811 whole entry, looked up): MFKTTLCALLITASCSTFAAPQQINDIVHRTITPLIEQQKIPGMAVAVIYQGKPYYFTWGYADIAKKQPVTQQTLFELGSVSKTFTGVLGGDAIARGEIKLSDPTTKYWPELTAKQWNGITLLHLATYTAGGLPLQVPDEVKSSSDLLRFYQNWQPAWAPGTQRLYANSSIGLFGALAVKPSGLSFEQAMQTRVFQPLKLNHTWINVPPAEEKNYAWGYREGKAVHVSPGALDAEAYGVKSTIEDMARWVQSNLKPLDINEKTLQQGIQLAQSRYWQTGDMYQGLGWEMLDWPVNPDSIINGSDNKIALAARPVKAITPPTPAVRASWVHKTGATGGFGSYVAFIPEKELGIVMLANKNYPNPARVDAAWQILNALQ
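20 mM phosphate pH 7.0 + 0.01% (detergent screen) or 0.0001% Triton X-100; 5.3 nM AmpC reagent; cpd preinc 15 min RT; nitrocefin (800 uM stock) to start; A480 q20 s × 4 min; Activity was normalised to no-enzyme and no-compound control wells.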
HCMV inh: human cytomegalovirus inhibition | 410,000 compounds, 4.5% hits | activity change, negative = inhibition, % at 57.5 µM | HFF cells, HCMV-luciferase reporter, 72 h; hits give low values | AID 1259415; in the data active = activity change below about -60%; inconclusive = no clear call, values can overlap the other calls; inactive = above about -39%
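Two compound doses tested in HFFs infected with HCMV-luciferase, MOI 1 PFU/cell, 72 h at 37C. Lysate luminescence read with OneGlo; data normalized against buffer-only and 10uM Salinomycin inhibitor controls.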
Tb PYK inh: inhibitors of Trypanosoma brucei pyruvate kinase; AID 624173; TbPYK enzyme, Kinase-Glo Plus ATP luminescence, 45 min; Potency, µM (series often up to 76.8 µM), for inactives: at the highest dose activity, negative = inhibition, hits mostly inhibitors; 410,000 compounds, 0.12% hits; Q57TT1; note: potency is the fitted concentration of half-maximal effect; nearly all actives have a fitted effect of over 50% in size
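Glycolytic pyruvate kinase of T. brucei was incubated with substrate, test compound and 130 uM ADP for 45 minutes at room temperature. Luminescent Kinase-Glo Plus signal was measured after 10 minutes.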
HCV inh: blocks hepatitis C virus; Huh7.5.1 HCVcc-Cre infection, luciferase reporter, 44 h; Potency, µM (titrated, usually from 41.8 µM), for the others: top-dose activity change, negative = inhibition, most hits filed as inhibitors; 340,000 compounds, 3.4% hits; note: potency is the fitted concentration of half-maximal effect
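After 44 h co-culture of compound, cells and HCVcc-Cre (~0.5 moi), substrate is added for 15 min at room temperature and luciferase measured over 15 sec. Cells were seeded at 1,000/well and pre-cultured 4 h.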
AmpC detergent: inhibitors of E. coli AmpC beta-lactamase with detergent; AmpC hydrolysis of nitrocefin, absorbance 480 nm, 0.01% Triton; Potency, µM (titrated, usually from 114 µM), for inactives: at the highest dose activity change, negative = inhibition, usual class: inhibitors; AID 485294; 370,000 compounds, 0.041% hits;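 note: potency is the fitted concentration of half-maximal effect; 0% = no-compound wells and -100% = no-enzyme wells; nearly all actives have a fitted effect of over 25% in size; some results filed as inactive show a strong effect at the top dose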
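AmpC (5.3 nM in the dispensed reagent) in 20 mM phosphate pH 7.0 with 0.01% (detergent screen) or 0.0001% Triton X-100 was preincubated with compounds for 15 min at room temperature. Nitrocefin was then added from an 800 uM solution, and hydrolysis was followed at 480 nm.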
LmPK inh: inhibitors of Leishmania mexicana pyruvate kinase | Q27686 | purified LmPK, Kinase-Glo ATP luminescence, 1 h | Potency, µM (doses to about 57.5 µM), without a hit: at the highest dose activity change, negative = inhibition, usual class: inhibitors | 290,000 compounds, 0.37% hits | AID 1721; note: potency is the fitted concentration of half-maximal effect
Target sequence (Q27686 whole entry, looked up): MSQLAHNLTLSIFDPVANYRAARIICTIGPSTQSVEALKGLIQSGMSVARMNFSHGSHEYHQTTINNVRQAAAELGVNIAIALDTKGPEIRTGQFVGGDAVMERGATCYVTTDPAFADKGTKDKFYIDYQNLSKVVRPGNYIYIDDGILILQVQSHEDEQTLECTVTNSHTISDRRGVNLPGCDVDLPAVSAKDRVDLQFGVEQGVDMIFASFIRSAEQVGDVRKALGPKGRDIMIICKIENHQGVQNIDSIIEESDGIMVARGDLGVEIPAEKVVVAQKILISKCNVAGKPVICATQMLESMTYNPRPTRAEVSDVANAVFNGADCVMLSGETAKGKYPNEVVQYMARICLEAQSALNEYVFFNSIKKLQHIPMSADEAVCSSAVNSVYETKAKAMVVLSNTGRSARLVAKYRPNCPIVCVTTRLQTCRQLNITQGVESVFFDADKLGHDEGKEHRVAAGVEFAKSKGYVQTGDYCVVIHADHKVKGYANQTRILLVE
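Purified LmPK (0.1 nM) converted ADP (0.1 mM) to ATP with PEP (0.5 mM) in imidazole buffer pH 7.2 with KCl and MgCl2, 1 h at room temperature. ATP was read by Kinase-Glo luminescence; data normalized to uninhibited and no-enzyme controls.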
AMA1-RON2 inh: inhibitors of Plasmodium falciparum AMA1-RON2 interaction; AlphaScreen AMA1-biotinylated RON2 peptide binding; Potency, µM (doses to about 58.2 µM), without a hit: at the highest dose activity change, negative = inhibition, hits mostly inhibitors; 360,000 compounds, 0.2% hits; AID 720542;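 note: potency is the fitted concentration of half-maximal effect; 0% = vehicle wells and -100% = peptide control; nearly all actives have a fitted effect of over 45% in size; some results filed as inactive show a strong effect at the top dose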
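AMA1 (3D7) with his tag at 25 nM final met compounds first, then biotinylated RON2 peptide at 25 nM; detection used donor plus acceptor beads, 10 µg/mL apiece, read by AlphaScreen after 30 min at room temperature.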
* = called active by the depositor; ? = inconclusive; / = no result given; & = joins results of further samples; [ ] = remark or other dose. Unless noted, calls come from the whole dose curve; as a rule, active = well fitted curve in the direction sought with a large enough effect; inconclusive = small, poorly fitted or top-dose-only effect, or another doubt; inactive = no such curve, though single readings can be large; an effect the other way counts as inactive or inconclusive. Unless noted, % is set by controls: 0 for no effect and ±100 for the full control effect. Random draw from the library; 7.5% or so of the library scored in one or more.

#	smiles	AmpC no deterg	HCMV inh	Tb PYK inh	HCV inh	AmpC detergent	LmPK inh	AMA1-RON2 inh
1	CCC1CN(C(=O)N2CCC(C(=O)Nc3cc(C)ccc3C)CC2)c2ccccc2O1 (stereo not drawn)	/	28	4%	/	0%	/	/
2	CC(=O)N1CCC(N(CCN2CCOCC2)C(=S)Nc2cccc(C)c2C)CC1	-4%	-20	-8%	1%	1%	1%	0%
3	CSc1ccc(CNC(=O)C2CCC(=O)N(CCc3cccc(F)c3)C2)cc1 (stereo not drawn)	145%[activator]	-5	-6%	-6%	2%	4%	9%
4	O=[N+]([O-])c1cc(Cl)ccc1-c1nc(-c2ccncc2)no1	-14%	-9	1%	-15%	3%	0%	-5%
5	Cn1c(=O)c2c([nH]c(OCc3ccc(Cl)cc3Cl)[n+]2Cc2ccc(F)cc2)n(C)c1=O	-18%	?	3%	15%	-3%	11%	0%
6	O=[N+]([O-])c1ccc(NNC(=S)Nc2ccc(F)cc2)cc1	-51%	-99*	-29%	?	-5%	-21%	31%[activator]
7	O=C(O)C1CSC2(c3ccc4c(c3)OCCO4)CCC(=O)N12 (stereo not drawn)	-27%	20	-11%	3%	0%	-9%	-8%
8	COc1ccc(-c2cn3nc(N4CCCC(C(=O)Nc5cccc(OC)c5)C4)sc3n2)cc1 (stereo not drawn)	/	-5	-5%	/	9%	/	/
9	Cc1noc(NS(=O)(=O)c2ccc(NC(=O)c3ccc(N4C(=O)c5ccccc5C4=O)cc3)cc2)c1C	-39%	33	-2%	2%	0%	0%	-9%
10	Cc1cc(-c2cccs2)c(C#N)c(=S)[nH]1	-18%	42	?	-16%	2%	5%	103%[activator]
11	CCN(c1cccc(C)c1)S(=O)(=O)c1nnc(NC(=O)C2CCCCC2)s1	/	1	-1%	/	7%	/	/
12	COc1ccc(CNS(=O)(=O)CCNCCc2ccccc2)cc1	/	-11	-4%	19%	/	/	13%
13	OCC[C@H]1C[C@H](O)[C@@H](O)[C@@]2(CCCc3ccccc3O2)O1	-46%	9	-10%	3%	-10%	/	-7%
14	O=C(CCNC(=O)c1ccccc1Cl)NN1C(=O)NC2(CCCCC2)C1=O	-7%	-13	0%	4%	-13%	/	-5%
15	COCCNC(=S)N1CCC(C(=O)c2ccc(F)cc2)CC1	/	1	1%	10%	/	/	8%
16	O=C(COC(=O)C1=COCCO1)NCc1ccc(Cl)cc1Cl	/	-61*	-1%	/	/	/	9%
17	COc1ccc(/C=C(\C#N)C(=O)OC2CCOC2=O)cc1 (stereo not drawn)	-22%	7	-10%	5%	-1%	5%	24%
18	COc1ccc(C2(C(=O)Nc3ccc(C(=O)N4CCOCC4)cc3)CCOCC2)cc1	26%	9	4%	14%	?	1%	-1%
19	Cc1cc(C)nc(NC(=O)Nc2ccc(F)cc2F)n1	-14%	22	2%	-2%	-5%	0%	-6%
20	CCOC(=O)c1ccc(NC(=S)NCCc2ccc(F)cc2)cc1	-17%	-24	2%	11µM*	10%	5%	41%[activator]
21	C/C(Cl)=C\Cn1c(NCCCn2ccnc2)nc2c1c(=O)n(C)c(=O)n2C	-14%	13	5%	4%	-14%	12%	1%
22	CCOC(=O)C1=C[C@@H](CC)N(S(=O)(=O)c2ccc([N+](=O)[O-])cc2)[C@H]1c1ccccc1	/	-39	2%	/	/	/	-25%
23	CC(C)CNc1nc2c(c(=O)n(C)c(=O)n2C)n1Cc1cccc(Br)c1	-15%	-9	2%	8%	-8%	1%	0%
24	COc1ccc(-c2cc(C(=O)NCc3cccs3)no2)cc1	-20%	-24	3%	3%	-1%	2%	-3%
25	Cc1c(C(=O)N2CCCCC2)c(S(=O)(=O)Nc2cccc(Br)c2)c(C)n1C	84%[activator]	-4	4%	-17%	1%	-2%	12%
26	CC(C)C(NC(=O)C(C(C)C)N(C)C)C(=O)N(C)C(C(=O)N1CCCC1C(=O)N1CCCC1C(=O)NCc1ccccc1)C(C)C (stereo not drawn)	/	-86*	-2%	31%[activator]	/	/	-11%
27	Brc1ccccc1-n1ncc2c1ncn1nc(Cc3ccccc3)nc21	/	49	2%	/	-1%	/	/
28	O=C(N/N=C1\NC(=O)C(CO)(CO)S1)c1ccccc1	-16%	-1	-4%	-2%	2%	-1%	4%
29	C(=N\n1c2ccccc2c2ccccc21)/c1ccccc1	-19%	19	1%	?	-2%	-3%	-24%
30	Oc1ccc(-c2cn3c(n2)SCC3)cc1O	-24%	36	?	-5%	-1%	?	?

The closing two compounds of the section above come first, to join the parts.
#	smiles	AmpC no deterg	HCMV inh	Tb PYK inh	HCV inh	AmpC detergent	LmPK inh	AMA1-RON2 inh
29	C(=N\n1c2ccccc2c2ccccc21)/c1ccccc1	-19%	19	1%	?	-2%	-3%	-24%
30	Oc1ccc(-c2cn3c(n2)SCC3)cc1O	-24%	36	?	-5%	-1%	?	?
31	Cc1ccc2nc(-c3cccc(-c4cccc(Cl)c4)c3)c(NCc3ccccc3)n2c1	-14%	-23	-2%	-19%	?	/	-4%
32	CCOC(=S)SCC(=O)N1CCc2cc(OC)c(OC)cc2C1C1C(=O)CC(C)(C)CC1=O (stereo not drawn)	-16%	?	1%	-13%	-1%	1%	8%
33	CC(O)(c1cccnc1)c1nc(-c2cccc(F)c2)cs1 (stereo not drawn)	/	8	4%	/	/	/	2%
34	O=c1c(Br)c(N2CCOCC2)cnn1-c1ccccc1	-19%	52	6%	1%	?	3%	3%
35	CCOc1ccc(C=O)cc1CN1CCCCC1	-27%	-2	3%	-2%	0%	3%	10%
36	CN(CC(=O)NCCc1ccccc1)S(=O)(=O)c1cccs1	0%	62	-9%	10%	?	-2%	-7%
37	CCOC(=O)c1c(-c2ccccc2)csc1NC(=O)COc1ccc2c(C)cc(=O)oc2c1	-20%	?	-8%	2%	?	2%	1%
38	CC1CCCCC1NC(=O)C1CCN(S(=O)(=O)N2CCC3(CC2)OCCO3)CC1 (stereo not drawn)	-10%	7	-3%	23%	5%	-8%	-6%
39	CCN1C=C(C(=O)OC)C(c2cccc(OC)c2OC)C(C(=O)OC)=C1	18%	-20	-1%	-5%	5%	3%	6%
40	Cc1ccccc1NC(=S)N(CCN(C)C)C(C)c1ccco1 (stereo not drawn)	-23%	?	-5%	9%	-12%	-3%	4%
41	CN(C)CCN1C(=O)C(O)=C(C(=O)c2cc3ccccc3o2)C1c1ccc(N(C)C)cc1 (stereo not drawn)	-1%	42	-5%	2%&8%	-9%	2%	-2%
42	CC(=O)C1=C(O)C(=O)N(C2CCCCC2)C1c1ccccc1 (stereo not drawn)	-6%	-36	-2%	3%	0%	6%	-2%
43	O=C1CN(Cc2cc(=O)oc3cc4c(cc23)CCC4)CCN1	-18%	-5	9%	-1%	0%	3%	-9%
44	Cc1ccc(S(=O)(=O)N2CC=C(C(=O)NCc3ccc(F)cc3)CC2)cc1	-19%	-25	/	-1%[8.37 µM]	?	0%	/
45	O=C(CCN1C(=O)/C(=C/C=C/c2ccccc2)SC1=S)Nc1nc2ccccc2s1	-18%	-34	-7%	-13%	-9%	0%	?
46	COc1ccc(OC)c(NC(=O)CSc2nnc(-c3cccnc3)s2)c1	-12%	-31	2%	-16%	-9%	-1%	1%
47	O=C(CSc1ccccc1C(=O)O)NC12CC3CC(CC(C3)C1)C2	-12%	-11	3%	12%	-3%	1%	-8%
48	Cc1cc(NS(=O)(=O)c2ccc(NC(=O)NC(C)(C(F)(F)F)C(F)(F)F)cc2)no1	-19%	11	-5%	9%	-11%	9%	2%
49	COc1ccccc1N1C(=O)NC(=O)/C(=C\c2cnn(-c3ccccc3)c2)C1=O	-32%	7	?	-1%	-13%	0%	0%
50	COc1cc(C=C2C(=O)c3ccccc3C2=O)ccc1O	-38%	-8	?	?	5%	?	1%
51	COc1cc(CNc2ncnc3c2ncn3[C@H]2CN(Cc3cccc(C(F)(F)F)c3)C[C@@H](CO)O2)cc(OC)c1OC	/	64	8%	/	/	/	6%
52	CCN(CC)c1ccc(C(=O)OCc2cc(=O)oc3cc(O)ccc23)cc1	?	-104*	-2%	22µM*	-2%	-5%	-10%
53	N/C(=N/OS(=O)(=O)c1ccc([N+](=O)[O-])cc1)c1ccncc1	-18%	5	1%	18%	2%	-5%	0%
54	CCc1nnc(NC(=O)CSc2nnc(Cc3cccn3C)n2CCOC)s1	-6%	23	-7%	5%	-5%	0%	48%[activator]
55	COC(=O)C1=C(Nc2cc(Cl)cc(Cl)c2)CSC1	-25%	15	-2%	18%	3%	-6%	-25%
56	CC(OC(=O)c1cccc(S(=O)(=O)N2CCCCC2)c1)C(=O)NC1CCCCC1C (stereo not drawn)	59%	6	-9%	?	0%	1%	5%

Some of the entries above, set out differently:
#41 CN(C)CCN1C(=O)C(O)=C(C(=O)c2cc3ccccc3o2)C1c1ccc(N(C)C)cc1 (stereo not drawn)
#52 CCN(CC)c1ccc(C(=O)OCc2cc(=O)oc3cc(O)ccc23)cc1
#46 COc1ccc(OC)c(NC(=O)CSc2nnc(-c3cccnc3)s2)c1

| assay / entry | 41 | 52 | 46 |
| --- | --- | --- | --- |
| AmpC no deterg | -1% | ? | -12% |
| HCMV inh | 42 | -104* | -31 |
| Tb PYK inh | -5% | -2% | 2% |
| HCV inh | 2%&8% | 22µM* | -16% |
| AmpC detergent | -9% | -2% | -9% |
| LmPK inh | 2% | -5% | -1% |
| AMA1-RON2 inh | -2% | -10% | 1% |

Record cards, from the list above. Order of values: AmpC no deterg | HCMV inh | Tb PYK inh | HCV inh | AmpC detergent | LmPK inh | AMA1-RON2 inh
CCOc1ccc(C=O)cc1CN1CCCCC1 is listed as -27% | -2 | 3% | -2% | 0% | 3% | 10%
CCc1nnc(NC(=O)CSc2nnc(Cc3cccn3C)n2CCOC)s1 is listed as -6% | 23 | -7% | 5% | -5% | 0% | 48%[activator]
CCOC(=S)SCC(=O)N1CCc2cc(OC)c(OC)cc2C1C1C(=O)CC(C)(C)CC1=O (stereo not drawn) is listed as -16% | ? | 1% | -13% | -1% | 1% | 8%
COc1ccc(OC)c(NC(=O)CSc2nnc(-c3cccnc3)s2)c1 is listed as -12% | -31 | 2% | -16% | -9% | -1% | 1%
CC1CCCCC1NC(=O)C1CCN(S(=O)(=O)N2CCC3(CC2)OCCO3)CC1 (stereo not drawn) is listed as -10% | 7 | -3% | 23% | 5% | -8% | -6%
